# BaF3 parental: counter-screen for JAK2V617F inhibitors: parental Ba/F3 viability inhibitors; CellTiter-Glo ATP luminescence; inhibition, % at 5.6 µM; hit rate 1.1% among 220,000; AID 1486;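 active means inhibition above a per-campaign cutoff, the mean inhibition of all tested compounds plus 3 SD, cut at about 27% in these data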;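 further: 0% = DMSO wells and 100% = JAK Inhibitor I control wells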
# Ba/F3 V617F tox: lowers viability of Ba/F3 cells expressing EpoR and JAK2V617F; ATP luminescence; inhibition, % at 5.6 µM; hit rate 1.1% among 220,000;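 active means inhibition above the campaign mean plus 3 SD over all tested compounds, cut at about 24% in these data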;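 further: cytokine-independent growth of Ba/F3 cells driven by EpoR plus mutant JAK2; 0% = DMSO-treated cells and 100% = JAK inhibitor I control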
# Wee1 degr inh: inhibitors of human Wee1 degradation; P30291; reporter increase, % at 5 µM; HeLa Luc-Wee1K328M stability, luciferase luminescence; 100% = proteasome inhibitor MG132 effect; hit rate 1.2% among 220,000;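 active means activation above the mean of all tested compounds plus 3 SD, set per screening run, cut at about 8.8% in these data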;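 further: cells exposed to compound for 20 h before luminescence read; 0% = DMSO alone and 100% = MG132 at 30 µM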
# Target sequence (P30291 whole entry K328M): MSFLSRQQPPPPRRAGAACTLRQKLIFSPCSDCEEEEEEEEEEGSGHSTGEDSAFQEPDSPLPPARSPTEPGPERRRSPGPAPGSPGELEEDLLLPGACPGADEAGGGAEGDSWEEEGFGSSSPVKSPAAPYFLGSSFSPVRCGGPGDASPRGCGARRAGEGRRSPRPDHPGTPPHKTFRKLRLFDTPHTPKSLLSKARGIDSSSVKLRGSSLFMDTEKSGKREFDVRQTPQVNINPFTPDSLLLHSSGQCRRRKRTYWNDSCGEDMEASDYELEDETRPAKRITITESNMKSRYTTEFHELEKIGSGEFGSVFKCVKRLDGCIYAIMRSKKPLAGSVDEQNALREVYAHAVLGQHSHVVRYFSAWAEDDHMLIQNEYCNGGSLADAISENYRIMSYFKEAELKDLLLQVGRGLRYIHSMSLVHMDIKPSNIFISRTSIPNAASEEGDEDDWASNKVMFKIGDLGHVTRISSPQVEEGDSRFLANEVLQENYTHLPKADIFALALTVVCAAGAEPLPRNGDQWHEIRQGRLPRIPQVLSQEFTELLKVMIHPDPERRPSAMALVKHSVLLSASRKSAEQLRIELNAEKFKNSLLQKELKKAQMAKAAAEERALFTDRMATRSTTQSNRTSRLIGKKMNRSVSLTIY
# CHOP inhibitor: CHOP inhibition in unfolded protein response | CHO-K1 CHOP-promoter luciferase, tunicamycin-induced, 15-18 h | inhibition, % at 10 µM | hit rate 3.8% among 220,000 | AID 2732;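 active means compounds that reduced the stress-induced luciferase reporter signal by more than about 70% of percent inhibition, limit read from the data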;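 further: 0% = tunicamycin plus vehicle and 100% = wells without tunicamycin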
# TNF necrop inh: TNF-alpha cell death inhibition in Jurkat FADD-/- cells. hit rate 0.068% among 220,000. activation (protection from cell death), % at 10 µM. Jurkat FADD-/- TNF necroptosis rescue, ATP luminescence, 24 h; 0 = TNF only, 100 = no-TNF cells;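 active means activation, meaning protection from cell death, of at least 50% relative to plate controls; inactive means activation below 50%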;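 further: necroptosis triggered by 40 ng/mL TNF-alpha added together with compound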
# TRPML3 agonist: activates the human TRPML3 channel; Q8TDD5; HEK293 TRPML3-YFP, Fluo-8 calcium fluorescence; 100% = the carbachol control signal; activation, % at 3 µM; hit rate 0.29% among 220,000;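 active means activation above its plate's cutoff, the mean activation of the plate's test wells plus 3 SD, cut at about 12% in these data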;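 further: 0% = DMSO only wells and 100% = carbachol wells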
#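 Material: TRPML3-YFP stable HEK293 cells | Dosing: One concentration, 3 µM nominal, 0.3% DMSO | Timing: 125 s total fluorescence read per well | Technique: Fluo-8 calcium dye fluorescence, ex 470-495, em 515-575 nm | Measure: Percent activation from peak-to-basal fluorescence ratio, scaled between DMSO and carbachol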
# zfTRPN1 agonist: activates the zebrafish TRPN1 channel; HEK293 zebrafish TRPN1-YFP, Fluo-8 calcium fluorescence; 100% = response to 87 µM carbachol; activation, % at 3 µM; hit rate 0.18% among 220,000; AID 1424;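 active means activation above its plate's cutoff, the mean activation of test wells on that plate plus 3 SD, cut at about 19% in these data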;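 further: 0% = DMSO alone and 100% = 87 µM carbachol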
#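 Assay system: Zebrafish TRPN1-YFP in HEK293 cells | Incubation: Dye loading 1 h at 37 °C, then 30 min room temperature | Measured by: Kinetic Fluo-8 fluorescence, ex 470-495, em 515-575 nm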
# PPC-1+TRAIL kill: PPC-1 cancer cell killing with TRAIL present | hit rate 0.41% among 220,000 | cell killing (% activity), % at 4 µM | PPC-1 cells + TRAIL, ATPLite viability luminescence;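 active means cell killing above 50% in the first pass at 4 µM, then a duplicate retest at 5 µM averaging 50% or more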;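 further: plate controls were cells with TRAIL plus DMSO for no effect and medium-only wells lacking cells for full effect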
# RBBP9 inh: blocks human serine hydrolase RBBP9; AID 1515; O75884; inhibition, % at 7.94 µM; hit rate 0.2% among 220,000; recombinant RBBP9, FP-Rh probe fluorescence polarization;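 active means inhibition above the campaign mean of all tested compounds plus 3 SD, cut at about 14% in these data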;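 further: plate controls were DMSO wells with RBBP9 for no effect and wells lacking RBBP9 protein for full effect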
# Target sequence (O75884 whole entry, looked up): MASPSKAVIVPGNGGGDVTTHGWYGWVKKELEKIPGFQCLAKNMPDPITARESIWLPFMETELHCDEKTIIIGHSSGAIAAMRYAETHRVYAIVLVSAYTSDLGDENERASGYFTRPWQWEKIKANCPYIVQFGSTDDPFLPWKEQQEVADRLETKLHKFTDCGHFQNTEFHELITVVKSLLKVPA
#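 System: RBBP9 protein / Buffer or medium: Tris/NaCl buffer pH 8.0 with 0.1% Pluronic / Probe or stimulus: Serine-hydrolase probe FP-Rh, 375 nM pre-mixing / Dosing: 7.94 µM single dose, 0.794% DMSO / Times: enzyme-compound preincubation 30 min, then probe labeling 45 min, 25 °C / Technique: fluorescence polarization (mP), excitation 525 nm, emission 598 nm / Replication: singlicate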
# Starred values were filed as active, the others as inactive. This is a random part of the collection. About 6.8% of those tested had a hit in this group.
SMILES,BaF3 parental,Ba/F3 V617F tox,Wee1 degr inh,CHOP inhibitor,TNF necrop inh,TRPML3 agonist,zfTRPN1 agonist,PPC-1+TRAIL kill,RBBP9 inh
O=C(Nc1cccc2c1[nH]c1ccccc12)C(F)(F)F,17.0,53.1*,-0.1,-5.0,-7.0,0.0,1.9,-7.3,-3.6
O=C(NCc1ccco1)c1cc(=O)c2ccccc2o1,-0.7,-5.1,-1.1,22.1,1.3,0.9,-0.8,30.8,-5.7
Nc1ccc(-c2nc3nc(N)nc(N)c3nc2-c2ccc(N)cc2)cc1,-4.2,0.2,-0.9,9.1,0.6,0.6,0.1,13.9,-4.7
O=C(COC(=O)CNC(=O)C1CCCCC1)Nc1ccc(Cl)cc1F,3.2,3.9,-0.9,1.6,-0.2,-1.8,-2.1,-16.0,-11.4
Cc1ccccc1N1CCN(c2ncnc3c2cnn3Cc2ccc(Cl)cc2)CC1,0.9,-1.5,-1.0,37.9,-1.6,1.0,-0.1,32.5,5.0
Cc1c(C=O)c2ccccc2n1CC(=O)N1CCc2ccccc2C1,0.7,-2.8,0.5,7.5,-1.1,0.3,2.0,24.8,4.2
CCc1ccccc1NC(=S)N1N=CCC1c1ccccc1 (stereo not given),5.5,0.7,8.8*,-2.7,16.4,-0.3,-1.9,2.6,-6.4
COc1ccc(OCC(O)CN2CCN(Cc3ccc4c(c3)OCO4)CC2)cc1 (stereo not given),5.8,-0.2,-1.4,0.5,1.4,1.0,-1.1,19.0,-3.9
C=CCC1(CC=C)CCCN1C(=O)CC1C(=O)NCCN1Cc1cc(OC)cc(OC)c1 (stereo not given),6.5,2.5,0.2,37.5,-0.5,0.3,-0.9,-3.4,-8.9
Cc1cccc(N2C(=O)C(O)=C(C(=O)c3cccs3)C2c2ccccc2)n1 (stereo not given),0.1,-2.9,-2.2,11.0,-1.1,-1.4,-1.2,5.6,-10.9
Cc1ccc2nc(-c3ccc(NC(=S)NC(=O)C(C)C)cc3)sc2c1,3.0,-0.5,0.8,-56.9,-0.3,0.4,0.1,21.6,2.0
N#CCCN(C(=O)CSc1ccc2c(c1)OCCO2)c1ccc(F)cc1,2.3,-1.4,1.3,18.9,-1.5,-0.2,-0.1,-3.3,-5.6
Cc1ccc2[nH]c(=O)c3cc(C(=O)N(CCCOC(C)C)Cc4ccco4)sc3c2c1,4.3,-3.3,-1.0,35.5,-5.2,0.4,0.3,23.7,-8.1
NC(=O)c1ccccc1OCC(=O)NS(=O)(=O)c1ccc(Cl)cc1,1.2,-4.1,1.7,-10.5,0.6,-0.1,-1.1,-3.1,-3.7
C=CC[n+]1c(-c2ccc(Cl)cc2Cl)csc1Nc1ccc(NC(C)=O)cc1,2.7,2.2,-0.2,52.2,-3.5,-1.3,-1.0,3.5,5.3
Cc1ccc(-c2cc(O)cc3sc(=O)oc23)cc1C,-0.9,1.1,1.1,20.4,-9.0,0.4,0.1,6.3,6.1
COc1ccc(NC(=O)[C@@H](NC(N)=O)C(C)C)cc1Cl,1.1,2.9,0.5,16.3,1.5,0.6,-0.1,-5.3,3.8
CCNS(=O)(=O)c1ccc(CCC(=O)Nc2cc(Cl)ccc2Oc2ccccc2)cc1,3.4,-0.2,0.1,45.1,-10.6,-1.5,-1.7,-15.6,-10.2
Oc1cccc(Nc2nc(NCC3CCCO3)c3ccccc3n2)c1 (stereo not given),4.4,-0.8,-3.5,45.7,-1.7,-0.1,0.9,26.1,-6.0
O=C(Cn1c(=O)sc2ccccc21)Nc1ccc(S(=O)(=O)N2CCCC2)cc1,7.8,3.1,1.1,6.8,0.9,0.8,0.8,9.4,-4.4
O=C(CSc1nnc(-c2ccco2)n1Cc1ccccc1)NC(=O)NCc1ccccc1,1.4,0.0,-2.5,16.7,-2.5,-1.2,-1.9,14.9,-10.1
C/C(=N\Nc1ccccn1)c1ccc(S(=O)(=O)NCc2ccco2)cc1,-0.2,4.0,-3.3,40.6,2.2,0.5,-0.9,25.0,-4.0
COC(=O)CN1C(=O)C(O)(CC(=O)c2ccc(C)cc2)c2cc(Br)ccc21 (stereo not given),4.1,-1.9,3.2,18.4,1.8,0.0,2.4,-13.2,8.1
Cn1c(=O)c2c(nc(Cc3ccc(N)cc3)n2C)n(C)c1=O,2.5,3.5,-0.5,8.8,0.8,-0.2,1.2,4.7,-1.4
CCn1c(COc2ccccc2)nnc1SCC(=O)c1cccc([N+](=O)[O-])c1,1.7,-2.3,-1.6,-13.1,-2.5,-0.8,-2.2,10.7,-0.8
O=C(Nc1ccncc1)c1ccccc1[N+](=O)[O-],-1.4,-7.1,-0.9,22.7,-4.3,0.7,-0.5,9.8,-6.9
O=C(CSc1nc2c(c(=O)n1-c1ccc(Cl)cc1)SCC2)NCc1ccco1,4.1,-0.6,3.0,1.7,-0.6,0.4,0.3,5.6,-8.5
CC(=O)c1ccc(NC(=O)COC(=O)c2c3c(nc4ccccc24)/C(=C\c2cccs2)CCC3)cc1,3.0,-1.5,-0.8,76.8*,-0.5,0.8,0.3,26.3,-12.1
CCc1cc2c(=O)c(-c3ccc(F)cc3)c(C)oc2cc1OCC(=O)O,6.7,5.9,2.4,13.8,-0.3,0.1,0.1,-1.3,-1.7
CC1(C)Cc2ccccc2-c2nnc(SCc3ccccc3)n21,0.4,-3.3,2.3,36.0,1.2,-0.7,-1.0,-1.1,-9.2
CC1CCN(C(=O)CNC(=O)c2ccc(Cl)cc2Cl)CC1,-0.3,-4.5,2.1,-24.6,-0.6,0.5,-0.3,2.8,1.3
Clc1ccc(-n2nnnc2-c2cnc(-c3ccncc3)nc2-c2cccs2)cc1,5.0,-0.8,1.8,21.5,-3.0,-0.6,-2.0,-2.9,-7.5
CCOC(=O)c1cnc2ccc(F)cc2c1Nc1ccc2c(c1)OCCO2,-0.4,-1.9,-2.9,41.1,1.4,0.7,-0.9,-5.1,-8.5
O=C(Nc1ccc2c(c1)OCO2)c1ccc(N2C(=O)c3ccccc3C2=O)cc1,-0.1,-2.6,0.8,-15.2,1.6,0.0,-0.2,7.3,1.7
CCC(C)[C@H](NC(=O)Nc1cccc(Cl)c1)C(=O)O (stereo not given in full),5.2,1.9,-0.7,1.9,-0.1,0.6,0.9,3.7,-5.9
CC(C)OC(=O)c1ccc(NC(=O)C2C3CC4OC(=O)C2C4C3)cc1 (stereo not given),2.9,-1.0,9.8*,-11.2,1.6,0.1,1.3,13.9,-6.4
CN(C)S(=O)(=O)c1ccc(NC(=O)COC(=O)C2CC3CCCC(C2)C3=O)cc1 (stereo not given),7.2,2.2,0.7,5.5,0.2,1.1,1.6,-9.3,-4.3
COc1ccc(C2=NO[C@@H]3[C@@H]4C[C@@H]([C@H]5C(=O)N(C)C(=O)[C@@H]45)[C@H]23)cc1,6.9,4.8,1.5,16.9,0.6,0.6,1.5,1.8,-8.9
O=C(Nc1ccc(Cc2ccncc2)cc1)c1ccco1,4.2,-0.4,-0.6,25.5,0.7,0.0,1.1,10.5,7.5
O=C(CSc1nnc(-c2cccnc2)n1-c1ccccc1)Nc1ccccc1,-0.2,-2.8,-3.9,13.6,-1.0,0.5,-0.1,9.2,-7.2
Cc1cc(C(F)(F)F)nn1CC(=O)NCc1cccs1,-2.4,-2.8,-0.7,-6.2,1.2,0.1,0.2,-4.4,-11.5
Cc1ccc(C(c2nnnn2CC2CCCO2)N2CCN(C(=O)c3ccco3)CC2)cc1 (stereo not given),4.3,7.3,-1.2,7.7,0.5,0.7,-0.6,14.1,2.6
Cc1ccc(-c2cc(N)n(-c3ccc(F)cc3)n2)cc1,-1.6,-2.2,2.9,14.7,14.4,-0.4,-2.6,15.2,3.0
CCCSc1nnc(CSc2ncccn2)n1C,6.5,0.0,0.4,-28.3,1.9,0.6,1.0,9.4,-4.5
Cc1c(C(=O)O)oc2ccc(S(=O)(=O)NCc3ccc4c(c3)OCO4)cc12,1.7,-2.7,-2.2,-23.6,-0.2,0.2,1.7,3.2,0.9
CCOC(=O)N1CCN(C(=O)CCCCCn2c(=S)[nH]c3ccsc3c2=O)CC1,3.4,1.5,-2.6,9.7,0.1,-0.5,-0.8,3.6,-4.8
N#CCSc1ncnc2ccccc12,2.4,3.2,1.1,33.1,6.6,0.5,0.7,16.0,-11.8
C=C(Br)Cn1c(CC(C)C)nc2ccccc21,6.4,0.7,3.8,20.2,1.2,-1.5,-0.8,-14.1,-7.9
COC(=O)c1sccc1-c1ccc(C(=O)Nc2cccc(Cl)c2)o1,-1.0,-1.4,4.0,57.1,0.5,-0.5,-0.7,6.4,-17.9
CC(C)CNC(=O)COC(=O)c1ccc(Cl)c(S(=O)(=O)N2CCc3ccccc32)c1,3.2,0.5,0.1,16.0,1.3,2.3,0.2,28.7,-1.2

# Random excerpt: two compounds from above.
SMILES,BaF3 parental,Ba/F3 V617F tox,Wee1 degr inh,CHOP inhibitor,TNF necrop inh,TRPML3 agonist,zfTRPN1 agonist,PPC-1+TRAIL kill,RBBP9 inh
C=C(Br)Cn1c(CC(C)C)nc2ccccc21,6.4,0.7,3.8,20.2,1.2,-1.5,-0.8,-14.1,-7.9
Cc1ccc(C(c2nnnn2CC2CCCO2)N2CCN(C(=O)c3ccco3)CC2)cc1 (stereo not given),4.3,7.3,-1.2,7.7,0.5,0.7,-0.6,14.1,2.6

# The listing continues.
SMILES,BaF3 parental,Ba/F3 V617F tox,Wee1 degr inh,CHOP inhibitor,TNF necrop inh,TRPML3 agonist,zfTRPN1 agonist,PPC-1+TRAIL kill,RBBP9 inh
CN(C(=S)Nc1cccnc1)c1ccc(O)cc1,6.7,5.6,-2.4,2.2,0.3,0.7,1.0,8.3,2.4
COc1cccc(NC(=O)CSc2nncn2-c2ccccn2)c1,9.4,0.5,-0.7,12.4,0.9,0.8,1.8,17.4,-0.3
CCOc1cc(CNn2cnnc2SCC(=O)NC(C)(C)C)ccc1OCC(=O)NC(C)(C)C,7.2,0.1,-1.1,7.2,0.5,1.3,-0.4,0.6,6.0
O=C(CSc1ccccc1)NCc1cccnc1,-0.6,-1.8,1.8,1.6,2.3,0.5,0.4,6.2,-7.2
Cc1cc(Cl)ccc1OCC(=O)NN1C(=O)C2C3C=CC(C3)C2C1=O (stereo not given),4.4,0.0,2.4,17.9,0.3,0.3,-0.7,20.7,-2.9
COc1ccc(OC)c(NC(=O)c2cccc(S(=O)(=O)N(Cc3ccccc3)c3ccccc3OC)c2)c1,-0.2,3.5,2.6,3.6,6.3,0.1,-0.4,31.4,-14.4
Cc1nn(CC(=O)NCc2cc3ccccc3[nH]2)c(C)c1[N+](=O)[O-],2.7,0.0,0.0,-3.3,1.9,0.1,-1.7,0.1,0.8
COc1ccc(S(=O)(=O)Nc2cccc(Cl)c2)cc1OC,10.0,3.8,-2.7,16.6,0.7,-0.3,0.4,3.9,3.4

# Screening results: PubChem BioAssay, several laboratories
